Compound activity from PubChem.
HP1b binding inh = inhibitors of HP1-beta chromodomain binding to methylated histone tails; P83916; AlphaScreen HP1-beta / biotin-H3K9me3 peptide binding; Potency, µM (highest dose often 114 µM), for the others: top-dose activity change, negative = inhibition, most hits filed as inhibitors; 390,000 tested, 0.56% active; further: nearly all actives have a fitted effect of over 70% in size; inactives centre near 23
Target sequence (P83916 whole entry, looked up): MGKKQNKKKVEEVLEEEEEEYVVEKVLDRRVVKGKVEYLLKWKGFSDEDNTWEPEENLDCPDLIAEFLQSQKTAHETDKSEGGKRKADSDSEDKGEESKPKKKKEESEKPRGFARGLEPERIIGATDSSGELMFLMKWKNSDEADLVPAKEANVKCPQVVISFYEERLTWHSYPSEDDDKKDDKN
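AlphaScreen: HP1-beta (50 nM) preformed 30 min with biotin-H3(1-18)K9me3 peptide (50 nM) in PBS pH 7.4, 0.01% Tween-20. Compound added for 30 min at RT, then streptavidin donor/nickel chelate acceptor beads (10 ug/mL) for 30 min.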
JMJD2A Tudor inh = JMJD2A Tudor domain (human) inhibition | Potency, µM (titrated, usually from 114 µM), inactives show top-dose activity change, negative = inhibition, actives largely listed as inhibitors | AlphaScreen JMJD2A-Tudor / H3K4me3 peptide binding | 390,000 tested, 4.4% active | AID 504339; further: on the % scale 0 is the no-effect control and ±100 the full control effect; nearly all actives have a fitted effect of over 50% in size
RGS4 inhibitor = blocks human RGS4-accelerated GTP hydrolysis | Transcreener GDP fluorescence polarization, RGS4-accelerated GTP hydrolysis | 390,000 tested, 0.039% active | P49798 | Potency, µM (series often up to 114 µM), for the others: at the top dose activity change, negative = inhibition, actives largely listed as inhibitors; further: on the % scale 0 is the no-effect control and ±100 the full control effect; nearly all actives have a fitted effect of over 75% in size; some results filed as inactive show a strong effect at the top dose
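MLSMR compounds (23 nl, pin-transferred) preincubated 10 min at room temperature with a 500nM (2x) first reagent, then RGS4 at 900nM (2x) plus Transcreener GDP mix added; fluorescence polarization (620/688 nm) read before and after 90 min at 30 °C.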
ERG-DNA inh = ERG Ets/DNA interaction inhibition; P11308; fluorescence polarization, His-ERG Ets domain / labelled DNA; Potency, µM (titrated, usually from 76.9 µM), for the others: at the top dose FP activity, negative = inhibition, hits mostly inhibitors; 370,000 tested, 0.028% active; AID 624246; active means well fitted inhibition curve with a large enough effect in the polarisation, with a control signal flat; inconclusive means small, poorly fitted or top-dose-only effect, or effect the other way, or a change in a side signal; inactive means no such curve, though single readings can be large or run the other way; the % refers to the polarisation;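 further: polarization taken with two DNA probes labelled with fluorescein and Texas red; % of control where 0% means no effect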
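His-tagged ERG Ets domain (1 uM in the protein solution; 300mM KCl, 50mM Tris-HCl, 1mM EDTA, 1mM DTT, pH 7.5) received compound, then a probe mix of 5 nM fluorescein-DNA and 100nM Texas-615-DNA. Fluorescence polarization was read for both dyes.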
GLS inhibitor = inhibitors of human glutaminase (GLS); O94925; GLS enzymatic activity, qHTS titration; Potency, µM (titrated, usually from 45.5 µM), without a hit: top-dose activity change, negative = inhibition, usual class: inhibitors; 410,000 tested, 0.21% active; further: on the % scale 0 is the no-effect control and ±100 the full control effect
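Human kidney-isoform GLS in 45 mM KH2PO4 pH 8.2, 0.02% Tween-20, with compound, started with 1mM L-Glutamine (added stock). Glutamate oxidase/HRP/Amplex red coupled fluorescence read at start and after 30 min at RT.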
12-LOX inh = ALOX12 (human) lipoxygenase inhibition | purified 12hLO, xylenol orange hydroperoxide absorbance | 580,000 tested, 1.1% active | Potency, µM (titrated, usually from 108 µM), inactives show at the highest dose activity change, negative = inhibition, hits mostly inhibitors | P18054; further: on the % scale 0 is the no-effect control and ±100 the full control effect
Target sequence (P18054 whole entry, looked up): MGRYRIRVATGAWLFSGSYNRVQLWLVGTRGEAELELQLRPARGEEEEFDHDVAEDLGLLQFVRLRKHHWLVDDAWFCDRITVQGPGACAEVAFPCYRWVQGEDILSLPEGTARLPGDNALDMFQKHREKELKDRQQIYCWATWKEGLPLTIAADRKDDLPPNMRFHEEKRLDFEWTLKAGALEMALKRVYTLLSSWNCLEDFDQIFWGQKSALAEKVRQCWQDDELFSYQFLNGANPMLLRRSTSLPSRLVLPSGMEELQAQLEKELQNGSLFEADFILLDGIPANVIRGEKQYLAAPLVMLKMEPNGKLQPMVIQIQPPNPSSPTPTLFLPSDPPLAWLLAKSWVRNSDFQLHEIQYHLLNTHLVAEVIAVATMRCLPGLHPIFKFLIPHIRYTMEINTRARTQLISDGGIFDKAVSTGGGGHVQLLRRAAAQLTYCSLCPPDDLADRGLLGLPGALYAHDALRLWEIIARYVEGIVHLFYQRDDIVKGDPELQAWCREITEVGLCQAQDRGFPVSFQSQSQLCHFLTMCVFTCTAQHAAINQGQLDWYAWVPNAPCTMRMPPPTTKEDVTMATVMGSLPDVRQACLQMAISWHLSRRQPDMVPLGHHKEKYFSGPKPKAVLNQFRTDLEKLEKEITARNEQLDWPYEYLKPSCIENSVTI
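Purified human 12hLO at 150 nM in 25 mM Hepes, 0.01% Triton X-100, pH 7.0, preincubated 15 min at room temperature with compound. Reaction started with 40 uM arachidonic acid, 30 min at room temperature. Hydroperoxide measured by Fe-xylenol orange, 573/405 nm absorbance ratio.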
rTrxR1 inhibitor = blocks rat thioredoxin reductase 1. 390,000 tested, 1% active. recombinant rTrxR1, NADPH fluorescence consumption, selenite substrate. Potency, µM (highest dose often 114 µM), for inactives: at the top dose activity change, negative = inhibition, most hits filed as inhibitors. AID 588453. O89049; further: on the % scale 0 is the no-effect control and ±100 the full control effect; nearly all actives have a fitted effect of over 65% in size
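Rat TrxR1 (90 nM in the dispensed reagent) was pre-reduced with 400 uM NADPH for 5 min at room temperature, then incubated with compound for 15 min. After 400 uM selenite was added, NADPH fluorescence (Ex 340/Em 450 nm) was followed for 8 min.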
Pin1 inh = inhibitors of human Pin1 | Q13526 | Pin1 FP peptide displacement, HiFluor488, 10 min | Potency, µM (top dose mostly 115 µM), without a hit: at the top dose activity, negative = inhibition, usual class: inhibitors | 390,000 tested, 0.009% active | AID 504891; active means well fitted inhibition curve with a large enough effect in the polarisation, with a control signal flat, not every such curve was filed as active; inconclusive means small, poorly fitted or top-dose-only effect, or effect the other way, or a change in a side signal; inactive means no such curve, though single readings can be large or run the other way; the % refers to the polarisation; further: on the % scale 0 is the no-effect control and ±100 the full control effect
Target sequence (Q13526 whole entry, looked up): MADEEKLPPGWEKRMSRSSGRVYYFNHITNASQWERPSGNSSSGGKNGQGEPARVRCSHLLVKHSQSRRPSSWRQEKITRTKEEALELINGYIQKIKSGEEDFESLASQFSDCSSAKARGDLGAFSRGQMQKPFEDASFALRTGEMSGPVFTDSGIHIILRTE
Tb PGK inh = blocks T. brucei phosphoglycerate kinase | PGK/GAPDH coupled, Kinase-Glo luminescence, 60 min | Potency, µM (titrated, usually from 57.5 µM), without a hit: top-dose activity change, negative = inhibition, hits mostly inhibitors | 380,000 tested, 0.043% active | AID 602233; further: on the % scale 0 is the no-effect control and ±100 the full control effect; nearly all actives have a fitted effect of over 60% in size
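Luminescent ATP detection (Kinase-Glo Plus) follows a 60-minute room-temperature incubation, with wells lacking PGK as controls. Buffer: 100 mM TEA (pH 7.6), 5 mM MgCl2, 0.01% Tween-20. Coupling enzyme GAPDH (100 nM final) supplies unstable 1,3-BPG in-well.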
* hit, by the source's call; i = inactive; ? = inconclusive; . = not tested or not shown; & = joins results of further samples; [ ] = another dose, or the depositor's remark. Unless noted, the call rests on the fitted dose curve; in most records, active means well fitted curve in the direction sought with a large enough effect; inconclusive means small, poorly fitted or top-dose-only effect, or another doubt; inactive means no such curve, though single readings can be large; an effect the other way counts as inactive or inconclusive. Potency means the concentration at half of the fitted maximal effect.

SMILES	HP1b binding inh	JMJD2A Tudor inh	RGS4 inhibitor	ERG-DNA inh	GLS inhibitor	12-LOX inh	rTrxR1 inhibitor	Pin1 inh	Tb PGK inh
O=C(O)CN1C(=O)NC2(CCCc3ccccc32)C1=O (centres undefined)	8%	-1%	39%	0%	3%	-10%	10%	-7%	-1%
FC(F)(F)c1ccc(CN2C[C@@H]3C(c4ccc(C(F)(F)F)cc4)C4(c5cccnc5)CC3(C4)[C@H]2c2ccccc2)cc1 (some centres undefined)	15%	-31%	-1%	-2%	1%	-16%	0%	15%	-3%
CCOC(=O)c1cc(-c2ccc(F)cc2)n(CCC(=O)NCCc2ccc(C)cc2)c1C	-4%	?	20%	-1%	1%	?	15%[57.1 µM]	9%	9%
CN1C(=O)C(=O)/C(=C(/O)c2ccccc2)C1c1ccc(Br)cc1 (centres undefined)	42%[activator]	-7%	4%	10%	5%	?	-1%	-2%	-2%
CC(=O)NC(=C(Cl)Cl)S(=O)(=O)c1ccccc1	18%	-5%	26%	-2%	3%	4%	?	2%	1%
Cc1nn(CSc2c(F)c(F)c(F)c(F)c2F)c(C)c1[N+](=O)[O-]	25%	3%	-8%	-2%	-8%	16%	43%[activator]	-4%	-4%
CCOC(=O)c1c(NC(=O)Nc2ccccc2)sc(C)c1C	-17%	-20%	-10%	1%	2%	0%	1%	0%	-2%
O=C(c1ccccc1Cl)N1N=C(c2cccs2)CC1c1cccc(O)c1 (centres undefined)	44%[activator]	24%	-20%	6%	14%	-2%	17%	2%	-4%
NC(=O)C(OC(=O)CNC(=O)C1CCCCC1)c1ccccc1 (centres undefined)	28%[57 µM]	-2%[57.1 µM]	3%	.	.	.	16%[0.0914 µM]	-1%	.
CCOC(=O)C1(Cc2ccccc2)CCN(Cc2cnn(C(C)C)c2)CC1	50%[activator]	-2%[11.4 µM]	18%	-4%	-1%	21%	34%[57.1 µM]	1%	-10%
COc1ccc(Cl)cc1C(=O)OCC(=O)NC1CCCC(C)C1C (centres undefined)	26%	-17%	-15%	7%	-4%	8%	1%	-3%	-8%
O=C1CC2(CCN(C(=O)c3ccc(F)cc3)CC2)Oc2ccccc21	22%	3%	-4%	-2%	7%	11%	-1%	1%	-2%
COc1cccc(C(=O)Nc2ccccc2-c2nc3ccccc3s2)c1	125%[activator]	38%[activator]	5%	-3%	-5%	-13%	16%	5%	-9%
CCOC(=O)Cc1csc(NC(=O)c2cc3c(s2)CCCC3)n1	-3%	-9%	22%	2%	-7%	-23%	-14%	11%	-3%
O=C(OC(C(=O)Nc1cccc(C(F)(F)F)c1)c1ccccc1)C1CCCCC1 (centres undefined)	60%[activator]	4%	-28%	3%	-5%	2%	7%	13%	-4%
CCOC(=O)c1c(-c2ccc(OC)c(OC)c2)csc1NC(=O)c1ccccc1F	88%[activator]	12%	-2%	-19%	-4%	0%	26%	0%	-4%
CC(C)NCCCCOc1cccc(Br)c1	26%	35µM*	?	-4%	-5%	?	-2%[57.1 µM]	-4%	5%
COc1ccc(OC)c(Cc2cnc3nc(N)nc(N)c3c2C)c1	27%	-21%	-38%	10%	1%	?	1%[11.4 µM]	-1%	-3%
N#Cc1ccc(NC(=O)CNc2cc(S(=O)(=O)N3CCOCC3)ccc2NCC2CCCO2)cc1 (centres undefined)	31%	-18%	-29%	-8%	?	16%	1%[57.1 µM]	16%	-8%
Cc1cc(NC(=O)c2cc3ccccc3o2)cc(C)c1OCC(=O)N1CCOCC1	18%	-22%	-13%	.	16%	3%	2%	-5%	.
CC/C(=N\NC(=O)c1nnn(-c2nonc2N)c1-c1cccs1)c1ccccc1	38%	-7%	-31%	0%	-15%	3%	11%	3%	-8%
CCCNC(=O)c1oc2ccc3c(c2c1C)C(=O)CC(C)(C)O3	53%[activator]	-31%	3%	-2%	-34%	2%	17%	1%	i
Cc1cc(C)c(C)c(S(=O)(=O)N2CCC(C(=O)N3CCCCCCC3)CC2)c1C	26%	-18%	-3%	-12%	4%	-6%	29%	8%	0%
O=C(CS(=O)(=O)c1c[nH]c2ccccc12)N1CCCc2ccccc21	25%	-6%	18%	6%	2%	7%[57.4 µM]	7%[57.1 µM]	-1%	6%
N#Cc1ccccc1S(=O)(=O)N1CCN(C(=O)C2CCC2)CC1	33%	-7%	16%	-4%	-8%	-15%	15%	-8%	3%

Reformatted as a markdown table: entries from further up.
| smiles | HP1b binding inh | JMJD2A Tudor inh | RGS4 inhibitor | ERG-DNA inh | GLS inhibitor | 12-LOX inh | rTrxR1 inhibitor | Pin1 inh | Tb PGK inh |
| --- | --- | --- | --- | --- | --- | --- | --- | --- | --- |
| CCOC(=O)c1c(-c2ccc(OC)c(OC)c2)csc1NC(=O)c1ccccc1F | 88%[activator] | 12% | -2% | -19% | -4% | 0% | 26% | 0% | -4% |
| CC(C)NCCCCOc1cccc(Br)c1 | 26% | 35µM* | ? | -4% | -5% | ? | -2%[57.1 µM] | -4% | 5% |
| COc1ccc(OC)c(Cc2cnc3nc(N)nc(N)c3c2C)c1 | 27% | -21% | -38% | 10% | 1% | ? | 1%[11.4 µM] | -1% | -3% |

Later entries:
SMILES	HP1b binding inh	JMJD2A Tudor inh	RGS4 inhibitor	ERG-DNA inh	GLS inhibitor	12-LOX inh	rTrxR1 inhibitor	Pin1 inh	Tb PGK inh
CCC(C)(C#CCN1CCCCC1)OC(C)=O (centres undefined)	33%	-13%	-11%	-25%	5%	0%	18%	-1%	0%
CC(C)(C)n1cn[nH]c1=S	8%	-31%	2%	5%	11%	?	0%	1%	-1%
COc1ccc(C(C)=O)cc1COC(=O)c1cc(C)nc2ccccc12	43%[activator]	-3%	-18%	-3%	-5%	-17%	?	2%	-11%
O=C(O)c1cccc(-n2cccc2/C=N/O)c1	?	32µM*	-3%	-5%	4%	-6%	9%	?	?
CSCCC(NS(=O)(=O)c1ccc2c(c1)oc(=O)n2C)C(=O)Nc1ccc(F)c(Cl)c1 (centres undefined)	0%	-20%	-2%	-5%	3%	0%	2%[57.1 µM]	-7%	4%
CC(C)C(NC(=O)C1CCCCC1)C(=O)N1CCN(c2ccc(F)cc2)CC1 (centres undefined)	4%	-15%	-31%	-2%	13%	-14%	-12%	3%	-4%
Cn1c(=O)[nH]c(NCCc2ccc(O)cc2)c([N+](=O)[O-])c1=O	24%	-12%	-7%	-13%	-5%	8%	7%[57.1 µM]	0%	-9%
O=C(O)c1cccnc1SCc1cn2cc(Br)ccc2n1	5%	-23%[11.4 µM]	?	-4%	-1%	?	19%[57.1 µM]	4%	-4%
Cn1cc(C(=O)N2CCN(c3cccc(Cl)c3)CC2)c(=O)c2cc(S(=O)(=O)N3CCOCC3)ccc21	22%	-20%	0%	-3%	4%	1%	6%	3%	-6%
Cc1nc2ccccc2n2c(-c3ccccc3)c3c(=O)n(C)c(=O)n(C)c3c12	31%&52%	-5%&2%	11%&-4%	0%&19%	-5%&-11%	-14%&-4%	11%[57.1 µM]	-2%&2%	-1%&6%
CCN1CCS/C1=C/C=C/C1=[N+](CC)CCS1	4%	?	10%	-4%	14%	.	?	.	-5%
Cc1ccc(N=C2NC(=O)/C(=C/c3cccn3C)S2)c(C)c1	-11%	?	-43%	-16%	7%	-1%	16%[11.4 µM]	4%	i
CCN(c1ccccc1)S(=O)(=O)c1ccc2c(c1)CCCN2C(C)=O	53%[activator]	-1%	-39%	-4%	-3%	-1%	12%	-5%	-1%
O=C(Nc1ccc(CSc2ccccc2)cc1)c1ccco1	18%	7%	5%	4%	-5%	-2%	17%	2%	4%
O=C(c1ccc(S(=O)(=O)c2ccccc2)cc1)N1CCCCCC1	4%	-17%	-3%	-5%	6%	10%	7%	-1%	-6%
COc1cc(C2C3=C(CC(C)(C)CC3=O)NC3=C2C(=O)c2ccccc23)ccc1O (centres undefined)	?	?	13%	-14%	-27%	?	27%[57.1 µM]	2%	-8%
CCS(=O)(=O)N1CCC(n2c(C)nc3cccnc32)CC1	9%	-7%	-1%	0%	2%	-2%	3%[57.1 µM]	-9%	-7%
COc1cc(C(=O)NC(C)c2ccc(S(N)(=O)=O)cc2)ccc1OCC(=O)N1CCOCC1 (centres undefined)	27%	-6%	-26%	1%	-1%	-1%	-8%	-1%	-9%
O=C(COC(=O)CNS(=O)(=O)c1ccc(Br)cc1Cl)NC1CC1	42%[activator]	0%	-18%	-2%	-1%	1%	-4%	-4%	3%
CCc1ccc(C(c2ccc(CC)cc2)C(Cl)Cl)cc1	183%[activator]	124%[activator]	3%	-17%	0%	6%	33%[activator]	-5%	-3%
O=C(O)CCC(=O)Nc1cccc(-c2nnc(-c3ccccc3)o2)c1	37%	1%	-2%	-11%	-5%	0%	13%	1%	-5%
O=C(Nc1nnc(-c2ccc(Cl)s2)o1)C1CCCCC1	75%[activator]	-10%	-7%	-1%	2%	-2%	17%	2%	-3%
CCCOc1ccc(C(=O)NNC(=S)NC(C)=O)cc1	19%	28µM*	-39%	-2%	32%[activator]	-3%	?	4%	12%
Cc1nc2ccc(C(=O)Nc3ccccc3Cl)cc2s1	52%[activator]	14%	-9%	-14%	-7%	6%	9%	-4%	i
O=[N+]([O-])c1ccc(C2=Nn3c(Cn4nnc5ccccc54)nnc3SC2)cc1	?	56µM*	?	1%	?	-14%	3%[57.1 µM]	-8%	-2%
Nc1nnc(SCC(=O)OCC(=O)Nc2ccc(Br)cc2)s1	9%	-15%	23%	1%	8%	-2%	24%	-13%	0%
Cc1ccc(-n2c(C)cc(=O)cc2C)cc1[N+](=O)[O-]	18%	-1%	8%	4%	-16%	-2%	22%	-4%	0%

These rows are one share of the data; the hit share may differ from the screen's.
